XIAP displacement: XIAP antagonists, biochemical, IAP family, fluorescence polarization (AID 1018) | displacement, % at 20 µM; hits with a dose series show IC50 in µM | 0.007% of 200,000 active | XIAP BIR domain, fluorescence polarization peptide displacement; higher % means a stronger effect; in the data active means displacement above about 50%; further: a part of the inactive calls stands beside numbers as strong as those of hits
KOR beta-arrestin-1: KOR agonists, beta-arrestin recruitment, primary screen, cell-based, luminescence, uHTS (AID 1777). KOR beta-arrestin recruitment, luminescence; higher % means a stronger effect. activation, % at 10 µM, or EC50 in µM where a hit was titrated. 0.02% of 280,000 active; in the data active means activation above about 50%, passing the limit was not always enough; further: a part of the inactive calls stands beside numbers as strong as those of hits
NOD2 inhibition: NOD2 signaling inhibitors, cell-based, luminescence, uHTS, HEK293 (AID 1566) | HEK293 NOD2/NF-kB luciferase reporter, luminescence; higher % means a stronger effect | one-dose inhibition, % at 4 µM; EC50 in µM for titrated hits | 0.63% of 290,000 active; further: many of its hits are not listed in these tables
human PMI inhibition: MPI enzyme activity inhibition – biochemical, fluorescence intensity, coupled assay, primary screen (AID 1209); inhibition, % at 20 µM, or IC50 in µM where a hit was titrated; purified PMI enzyme, coupled fluorescence intensity; higher % means a stronger effect; 0.42% of 190,000 active;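 further: plate controls were DMSO vehicle for no effect and wells lacking substrate for full effect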
NOD1 NF-kB reporter: inhibition of NOD1-driven NF-kB reporter – cell-based, luminescence, uHTS, primary screen (AID 1578); 1% of 290,000 active; NOD1-driven NF-kB luciferase reporter cells, luminescence; higher % means a stronger effect; inhibition, % at 4 µM, or EC50 in µM where a hit was titrated; in the data active means inhibition mostly above about 36%, no sharp cut-off; inactive means mostly below about 34%;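 further: HEK-293T reporter cells stimulated with the NOD1 agonist gamma-tri-DAP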
LYP inhibition: inhibitors of LYP phosphatase, biochemical, fluorescence intensity, uHTS (AID 1779); recombinant LYP phosphatase, fluorescence intensity; higher % means a stronger effect; one-dose inhibition, % at 11.5 µM; IC50 in µM for titrated hits; 0.054% of 290,000 active;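 further: plate controls were vehicle with enzyme for no effect and no enzyme for full effect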
TNAP activation fold: stimulation of alkaline phosphatase TNAP activity – biochemical, luminescent, no phosphate acceptor, uHTS, primary screen (AID 1001) | purified TNAP, luminescent activation assay, no phosphate acceptor; higher activation fold means a stronger effect | activation fold at 20 µM; hits with a dose series show EC50 in µM | 0.03% of 200,000 active; in the data active means activation fold from about 3, or a potency from the dose series; inactive means the rest, 99 in 100 with activation fold below about 1.6; further: many of its hits are not listed in these tables
human PMI inhibitors: human PMI inhibitors, high substrate, primary screen, biochemical, fluorescence intensity, high mannose 6-phosphate (AID 1220); inhibition, % at 20 µM; hits with a dose series show IC50 in µM; 0.66% of 190,000 active; recombinant PMI enzyme, coupled fluorescence intensity; higher % means a stronger effect
KOR beta-arrestin-2: kappa opioid receptor blockers – cell-based, luminescence, uHTS (AID 1778) | KOR beta-arrestin recruitment, luminescence, antagonist mode; higher % means a stronger effect | one-dose inhibition, % at 10 µM; IC50 in µM for titrated hits | 0.091% of 290,000 active; further: strong numbers were not always called active
Starred values were filed as active, the others as inactive; [ ] = dose if it differs, or a comment. Unless noted, no stated cut-off is given here; in the data, active means inhibition above about 50%; inactive means the rest.

For Cc1ccccc1-n1nc(-c2cccnc2)cc1C(=O)NN the results were XIAP displacement -3.7%, KOR beta-arrestin-1 -4.6%, NOD2 inhibition 28%, human PMI inhibition -10%, NOD1 NF-kB reporter -22%, LYP inhibition 0%, TNAP activation fold 1, human PMI inhibitors 2% and KOR beta-arrestin-2 -19%.
For CCN(CC)C(=S)SCc1csc(CC(=O)Nc2ccccc2C)n1 the results were KOR beta-arrestin-1 -4.0%, NOD2 inhibition 33%, NOD1 NF-kB reporter 27%, LYP inhibition -6% and KOR beta-arrestin-2 5%.
Screening CCn1ccnc1C(O)c1ccccc1OC (stereo not given) returned XIAP displacement -1.3%, KOR beta-arrestin-1 -2.2%, NOD2 inhibition -2%, human PMI inhibition -3%, NOD1 NF-kB reporter -38%, LYP inhibition -2%, TNAP activation fold 1, human PMI inhibitors -6% and KOR beta-arrestin-2 -32%.
For Cc1ccc(S(=O)(=O)Nc2nnc(CC(C)(C)C)s2)cc1 the results were KOR beta-arrestin-1 -0.4%, NOD2 inhibition 17%, NOD1 NF-kB reporter -19%, LYP inhibition -10% and KOR beta-arrestin-2 -14%[20 µM].
CC(=O)OC1OCCOC1NC(=S)NCc1ccco1 (stereo not given) was read as XIAP displacement -7.9%, KOR beta-arrestin-1 5.3%, NOD2 inhibition 10%, human PMI inhibition 16%, NOD1 NF-kB reporter -37%, LYP inhibition -4%, TNAP activation fold 1.1, human PMI inhibitors 12% and KOR beta-arrestin-2 -23%.
`CC(C)NS(=O)(=O)c1cc(C(=O)O)ccc1Cl` gave XIAP displacement -1.5%, KOR beta-arrestin-1 1.8%, NOD2 inhibition 20%, human PMI inhibition -8%, NOD1 NF-kB reporter -34%, LYP inhibition -5%, TNAP activation fold 1, human PMI inhibitors -5% and KOR beta-arrestin-2 -16%.
`CCOC(=O)N1CCN(C(=O)C(=O)NNC(=O)COc2ccc(Cl)c(C)c2)CC1` gave XIAP displacement -7.0%, KOR beta-arrestin-1 -4.5%, NOD2 inhibition 10%, human PMI inhibition 17%, NOD1 NF-kB reporter -30%, LYP inhibition -7%, TNAP activation fold 1.3, human PMI inhibitors 11% and KOR beta-arrestin-2 11%.
`Clc1cccc(Cl)c1COc1ccccn1` gave XIAP displacement -2.7%, KOR beta-arrestin-1 -1.3%, NOD2 inhibition 7%, human PMI inhibition -9%, NOD1 NF-kB reporter -3%, LYP inhibition -6%, TNAP activation fold 1, human PMI inhibitors -3% and KOR beta-arrestin-2 -9%.
For Cc1ccccc1NC(=S)NC(=O)c1cc(-c2ccccc2)nc2ccccc12 the results were XIAP displacement -1.4%, KOR beta-arrestin-1 0.2%, NOD2 inhibition 1%, human PMI inhibition 13%, NOD1 NF-kB reporter -26%, LYP inhibition 5%, TNAP activation fold 1.1, human PMI inhibitors 5% and KOR beta-arrestin-2 25%.
O=C(OCc1cn(Cc2ccccc2)nn1)c1ccccc1 was read as KOR beta-arrestin-1 2.4%, NOD2 inhibition 0%, NOD1 NF-kB reporter 0%, LYP inhibition -8% and KOR beta-arrestin-2 -17%.
Screening Cc1c(C)c2ccc(OCC(=O)NC(Cc3ccc(Cl)cc3)C(=O)O)cc2oc1=O (stereo not given) returned KOR beta-arrestin-1 0.7%, NOD2 inhibition 7%, NOD1 NF-kB reporter -25%, LYP inhibition -1% and KOR beta-arrestin-2 8%[20 µM].
O=C(O)Cc1ccc(O)c(F)c1 was read as XIAP displacement -4.5%, KOR beta-arrestin-1 -2.6%, NOD2 inhibition 2%, human PMI inhibition -6%, NOD1 NF-kB reporter -25%, LYP inhibition -2%, TNAP activation fold 1.1, human PMI inhibitors -7% and KOR beta-arrestin-2 23%.
O=c1cc(Cl)c(-c2ccccc2)n[nH]1 was read as XIAP displacement 0.2%, KOR beta-arrestin-1 -3.9%, NOD2 inhibition 8%, human PMI inhibition 5%, NOD1 NF-kB reporter -1%, LYP inhibition -6%, TNAP activation fold 1.1, human PMI inhibitors 2% and KOR beta-arrestin-2 -4%.
For CCCn1nnnc1SCC(=O)Nc1nnc(CC)s1 the results were XIAP displacement 0.4%, KOR beta-arrestin-1 -7.2%, NOD2 inhibition 14%, human PMI inhibition -10%, NOD1 NF-kB reporter -4%, LYP inhibition -4%, TNAP activation fold 1.2, human PMI inhibitors 1% and KOR beta-arrestin-2 -54%.
`COc1ccc(-c2noc(CNS(=O)(=O)c3ccc(NC(C)=O)cc3)n2)cc1OC` gave KOR beta-arrestin-1 12%, NOD2 inhibition 9%, NOD1 NF-kB reporter 0%, LYP inhibition -6% and KOR beta-arrestin-2 -40%.
Screening O=[N+]([O-])c1cccc(S(=O)(=O)[N-]c2nc3ccccc3nc2-n2cc[n+](Cc3ccccc3)c2)c1 returned KOR beta-arrestin-1 3.6%, NOD2 inhibition 10%, NOD1 NF-kB reporter -11%, LYP inhibition -6% and KOR beta-arrestin-2 -5%.
COc1ccc(N2C(=O)CC(Sc3nc(C)cc(C)c3C#N)C2=O)cc1 (stereo not given) was read as XIAP displacement -1.7%, KOR beta-arrestin-1 3.3%, NOD2 inhibition -21%, human PMI inhibition -10%, NOD1 NF-kB reporter -17%, LYP inhibition -1%, TNAP activation fold 1, human PMI inhibitors 3% and KOR beta-arrestin-2 22%.
For CC1CCN(C(=O)c2cc(N3C(=O)C4C5CCC(C5)C4C3=O)ccc2Cl)CC1 (stereo not given) the results were XIAP displacement -5.2%, KOR beta-arrestin-1 -4.5%, NOD2 inhibition 7%, human PMI inhibition 8%, NOD1 NF-kB reporter -21%, LYP inhibition -2%, TNAP activation fold 1.1, human PMI inhibitors 7% and KOR beta-arrestin-2 16%.
Screening CCn1cc(Cl)c(C(=O)Nc2ccc(OC)c(OC)c2)n1 returned XIAP displacement -7.7%, KOR beta-arrestin-1 -1.8%, NOD2 inhibition -9%, human PMI inhibition -10%, NOD1 NF-kB reporter -31%, LYP inhibition -7%, TNAP activation fold 1.1, human PMI inhibitors -3% and KOR beta-arrestin-2 -2%.
Screening CC(C)NC(=O)COC(=O)c1ccc(Cl)c(S(N)(=O)=O)c1 returned XIAP displacement -1.2%, KOR beta-arrestin-1 -9.1%, NOD2 inhibition 9%, human PMI inhibition -2%, NOD1 NF-kB reporter -48%, LYP inhibition -5%, TNAP activation fold 1.1, human PMI inhibitors -4% and KOR beta-arrestin-2 15%.
Screening CCOCC(=O)Nc1ccccc1C(=O)N1CCOCC1 returned XIAP displacement -3.2%, KOR beta-arrestin-1 -2.5%, NOD2 inhibition 24%, human PMI inhibition -2%, NOD1 NF-kB reporter -19%, LYP inhibition -4%, TNAP activation fold 1.1, human PMI inhibitors -6% and KOR beta-arrestin-2 -11%[20 µM].
For CCCCC(=O)Nc1ccc2c3c(cccc13)CC2 the results were XIAP displacement 0.1%, KOR beta-arrestin-1 -0.8%, NOD2 inhibition 4%, human PMI inhibition -5%, NOD1 NF-kB reporter -15%, LYP inhibition -2%, TNAP activation fold 1.1, human PMI inhibitors 15% and KOR beta-arrestin-2 28%.
`CCOc1cc(CNCc2ccccn2)cc(Cl)c1OCC` gave XIAP displacement -4.4%, KOR beta-arrestin-1 3.8%, NOD2 inhibition -5%, human PMI inhibition -9%, NOD1 NF-kB reporter -33%, LYP inhibition -6%, TNAP activation fold 1.1, human PMI inhibitors -16% and KOR beta-arrestin-2 -53%[20 µM].
`COc1cc(C(=O)NNc2nc3cc4c(cc3s2)OCO4)cc(OC)c1OC` gave XIAP displacement -2.8%, KOR beta-arrestin-1 0.1%, NOD2 inhibition 16%, human PMI inhibition -9%, NOD1 NF-kB reporter -14%, LYP inhibition -1%, TNAP activation fold 2.5, human PMI inhibitors -8% and KOR beta-arrestin-2 -4%.
For COc1ccc(Nc2ccc(S(=O)(=O)N3CCCCCC3)cc2[N+](=O)[O-])cc1 the results were XIAP displacement 12%, KOR beta-arrestin-1 -6.9%, NOD2 inhibition 30%, human PMI inhibition 13%, NOD1 NF-kB reporter 36%, LYP inhibition 0%, TNAP activation fold 1, human PMI inhibitors 6% and KOR beta-arrestin-2 -23%.
O=C(CS(=O)(=O)c1ccccc1)Nc1ncc([N+](=O)[O-])s1 was read as KOR beta-arrestin-1 -3.8%, NOD2 inhibition 1%, NOD1 NF-kB reporter -39%, LYP inhibition -8% and KOR beta-arrestin-2 -10%.
For O=C(O)C1CCCCC1C(=O)Nc1nc(-c2cccs2)cs1 (stereo not given) the results were XIAP displacement 0.5%, KOR beta-arrestin-1 -0.4%, NOD2 inhibition 4%, human PMI inhibition 6%, LYP inhibition -1%, TNAP activation fold 1.1, human PMI inhibitors -2% and KOR beta-arrestin-2 13%.
O=C(Cn1cnc2ccccc2c1=O)NCc1ccco1 was read as XIAP displacement -4.1%, KOR beta-arrestin-1 3.1%, NOD2 inhibition 7%, human PMI inhibition 7%, NOD1 NF-kB reporter -9%, LYP inhibition -7%, TNAP activation fold 1.1, human PMI inhibitors 1% and KOR beta-arrestin-2 -15%.
`Cc1ccc(CC2S/C(=N/c3ccccn3)NC2=O)cc1` (stereo not given) gave XIAP displacement -3.1%, KOR beta-arrestin-1 -1.0%, NOD2 inhibition -141%, human PMI inhibition 8%, NOD1 NF-kB reporter 17%, LYP inhibition -10%, TNAP activation fold 1, human PMI inhibitors 4% and KOR beta-arrestin-2 5%.
For CC(C)Cc1nc(SCc2cccnc2)c2c(=O)n(C)c(=O)n(C)c2n1 the results were XIAP displacement -6.8%, KOR beta-arrestin-1 0.0%, NOD2 inhibition 14%, human PMI inhibition 6%, NOD1 NF-kB reporter -25%, LYP inhibition 1%, TNAP activation fold 1.1, human PMI inhibitors -1% and KOR beta-arrestin-2 -16%.
`C/C(=N\Nc1ccccc1[N+](=O)[O-])c1ccc(N2CCOCC2)cc1` gave XIAP displacement -12%, KOR beta-arrestin-1 58%, NOD2 inhibition -64%, human PMI inhibition 1%, NOD1 NF-kB reporter -41%, LYP inhibition 0%, TNAP activation fold 0.8, human PMI inhibitors 6% and KOR beta-arrestin-2 -29%.
CCCCn1c2nc3ccccc3nc2c2c(=O)n(C(C)CC)cnc21 (stereo not given) was read as XIAP displacement -17%, KOR beta-arrestin-1 1.1%, NOD2 inhibition 1%, human PMI inhibition 4%, NOD1 NF-kB reporter -22%, LYP inhibition 2%, TNAP activation fold 1, human PMI inhibitors 53%* and KOR beta-arrestin-2 -4%.

4 records drawn at random from the list so far, as already listed:
For CCCCC(=O)Nc1ccc2c3c(cccc13)CC2 the results were XIAP displacement 0.1%, KOR beta-arrestin-1 -0.8%, NOD2 inhibition 4%, human PMI inhibition -5%, NOD1 NF-kB reporter -15%, LYP inhibition -2%, TNAP activation fold 1.1, human PMI inhibitors 15% and KOR beta-arrestin-2 28%.
O=C(Cn1cnc2ccccc2c1=O)NCc1ccco1 was read as XIAP displacement -4.1%, KOR beta-arrestin-1 3.1%, NOD2 inhibition 7%, human PMI inhibition 7%, NOD1 NF-kB reporter -9%, LYP inhibition -7%, TNAP activation fold 1.1, human PMI inhibitors 1% and KOR beta-arrestin-2 -15%.
CCCCn1c2nc3ccccc3nc2c2c(=O)n(C(C)CC)cnc21 (stereo not given) was read as XIAP displacement -17%, KOR beta-arrestin-1 1.1%, NOD2 inhibition 1%, human PMI inhibition 4%, NOD1 NF-kB reporter -22%, LYP inhibition 2%, TNAP activation fold 1, human PMI inhibitors 53%* and KOR beta-arrestin-2 -4%.
Screening CCOCC(=O)Nc1ccccc1C(=O)N1CCOCC1 returned XIAP displacement -3.2%, KOR beta-arrestin-1 -2.5%, NOD2 inhibition 24%, human PMI inhibition -2%, NOD1 NF-kB reporter -19%, LYP inhibition -4%, TNAP activation fold 1.1, human PMI inhibitors -6% and KOR beta-arrestin-2 -11%[20 µM].

Compound activity deposited in PubChem BioAssay by Sanford-Burnham Center for Chemical Genomics.

These rows are one share of the data (hit frequency here may not be typical).
